# Assay outcomes deposited in PubChem by National Center for Advancing Translational Sciences (NCATS).
# B2AR arrestin = qHTS assay of beta-arrestin-biased ligands of beta2-adrenergic receptor; beta-arrestin recruitment to beta2AR, cell-based reporter; Potency, µM (titrated, usually from 46.1 µM), for inactives: at the top dose activation, usual class: activators; 330,000 tested, 0.02% active; AID 492947, 2010;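 further: potency means the concentration at half of the fitted maximal effect; 0% = DMSO controls and full agonism = EC100 isoproterenol or metaproterenol; nearly all actives have a fitted effect of over 65% in size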
# PTAP TSG101 blk = qHTS Assay for Iinhibitors of HIV-1 Budding by Blocking the Interaction of PTAP/TSG101; 340,000 tested, under 10 active; Potency, µM (series often up to 115 µM), inactives show at the highest dose activity change, negative = inhibition, actives largely listed as inhibitors; Tumor susceptibility gene 101 protein (Homo sapiens), Q99816; AID 493005, 2010; Fluorescence polarization, FITC-PTAP peptide / Tsg101 binding; active means well fitted inhibition curve with a large enough effect in the main read-out, with a control signal flat, not every such curve was filed as active; inconclusive means small, poorly fitted or top-dose-only effect, or effect the other way, or a change in a side signal; inactive means no such curve, though single readings can be large or run the other way; further: potency means the concentration at half of the fitted maximal effect; % of control where 0% means no effect
#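 Tsg101 binding domain (10 uM final) was mixed with compound and a FITC-labeled PTAP peptide (50 nM final) in HEPES pH 7.5 buffer with NaCl, Tween 20, EDTA and TCEP; fluorescence polarization was read after 20 min at r.t.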
# a7 integrin act = qHTS for Activators of Integrin-Mediated Alleviation for Muscular Dystrophy. alpha7betagal myoblasts, beta-gal FDG fluorescence, 48 h. Potency, µM (series often up to 38.3 µM), for the others: at the top dose activation, actives largely listed as activators. 350,000 tested, 0.064% active;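 further: potency means the concentration at half of the fitted maximal effect; 100% = response of the positive control SU9516; nearly all actives have a fitted effect of over 60% in size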
#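 alpha7betagal+/- myoblasts (passage 13, 250/well) treated 48 h at 37C with compounds at 1:260 dilution of DMSO stock. Lysed, then beta-galactosidase activity read as FDG fluorescence (ex 480/em 540) after 30 min, with pre-read for autofluorescence.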
# TRPV1 ag = HTS Assay for Compounds that Act as Agonists of the Vanilloid Receptor 1; TRPV1-expressing cells, Fluo-8 calcium influx, agonist mode; Transient receptor potential cation channel subfamily V member 1 (Homo sapiens), Q8NER1; AID 540275, 2011; activation, % at 8.33 µM; 320,000 tested, 0.19% active; in the data active means activation above about 80%; inconclusive means between about 30% and that limit; further: 0% is about no effect
#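 Cells expressing TRPV1 were dye-loaded with Fluo-8 and read kinetically: 10 s baseline, 3 min after compound (agonist portion), then 2 min after EC20 capsaicin (allosteric enhancer portion). Calcium-bound dye fluorescence at 480/520 nm.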
# BRCA1 expr up = qHTS Assay to Identify Small Molecule Activators of BRCA1 Expression; MCF7-BRCA1-FFLuc reporter, luminescence, 48 h; response scale: scaled: vehicle 0%, 10 µM genistein 100%; Potency, µM (top dose mostly 46.1 µM), for the others: top-dose activation, hits mostly activators; 380,000 tested, 1.1% active; further: potency means the concentration at half of the fitted maximal effect; nearly all actives have a fitted effect of over 80% in size; some results filed as inactive show a strong effect at the top dose
#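 MCF7 cells carrying a BRCA1-firefly luciferase reporter (2000 cells/well, phenol-red free MEM) were attached for 2 h at 37 °C, then given compounds for 48 h. Luminescence was read 15 min after luciferase reagent; activity normalized to genistein (10 microM) and DMSO.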
# p53 reactivator = qHTS assay for re-activators of p53 using a Luc reporter; AID 504706, 2011; 320,000 tested, 0.063% active; H1299 p53-A138V BP100-luciferase reporter, luminescence, 24 h; Potency, µM (doses to about 92.2 µM), for the others: top-dose activity change, positive = activation, usual class: activators; further: potency means the concentration at half of the fitted maximal effect; % of control where 0% means no effect; nearly all actives have a fitted effect of over 45% in size
#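 p53-null H1299 cells stably carrying temperature-sensitive p53-A138V and a BP100-luciferase reporter were pinned with compounds (4-point, 1:5 series) and held 24 hrs at 37 deg C. Luminescence was read 10 min after detection reagent.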
# CXXC DNA block = qHTS Fluorescence Polarization Assay for Inhibitors of MLL CXXC domain - DNA interaction; Histone-lysine N-methyltransferase 2A (Homo sapiens), Q03164; MLL-CXXC / FITC-HOXA9 DNA fluorescence polarization; Potency, µM (titrated, usually from 115 µM), for inactives: top-dose activity change, negative = inhibition, actives largely listed as inhibitors; 290,000 tested, 0.037% active; active means well fitted inhibition curve with a large enough effect in the polarisation, with a control signal flat, not every such curve was filed as active; inconclusive means small, poorly fitted or top-dose-only effect, or effect the other way, or a change in a side signal; inactive means no such curve, though single readings can be large or run the other way; the % refers to the polarisation; further: potency means the concentration at half of the fitted maximal effect
#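 Steps: dispense CXXC domain solution (7 uM) → pin compounds or unlabeled HOX-A9 DNA control → 5 min ambient → add FLSN-HOX-A9 solution (50 nM) → spin → 30 min ambient → fluorescence polarization. Tris pH 7.5/NaCl/DTT/BSA buffer.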
# TCR activator = Activators of T cell receptors: qHTS campaign | AID 504894, 2011 | primary human leukocytes, anti-CD3, IL-2 HTRF, 48 h | 330,000 tested, under 10 active | Potency, µM (series often up to 9.22 µM), without a hit: top-dose activation of IL-2 secretion, most hits filed as activators; further: % of control where 0% means no effect
#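 Compounds are tested in HTS on primary human leukocytes co-incubated with a-CD3 beads for 48 hr. IL-2 output is measured by time-resolved FRET.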
# A-T KAP1 phos = qHTS Assay for Identifying a Potential Treatment of Ataxia-Telangiectasia; […] A-T fibroblasts, KAP-1 phosphorylation AlphaLISA; neocarzinostatin DNA damage 30 min before lysis; Potency, µM (highest dose often 57.5 µM), for the others: top-dose activation, most hits filed as activators; 320,000 tested, 0.19% active; further: potency means the concentration at half of the fitted maximal effect; % of control where 0% means no effect; nearly all actives have a fitted effect of over 45% in size
#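 hTERT-immortalized A-T patient fibroblasts ([…]), 500 cells/well in OPTI-MEM, 1% FBS, got compounds for 60 min, then NCS for 30 min at 37C. Lysates were then assayed for phospho-KAP-1 by AlphaLISA (anti-pKAP1 donor, anti-KAP1 acceptor beads), 6 hr at 25C.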
# ELG1 repair inh = qHTS screen for small molecules that inhibit ELG1-dependent DNA repair in human embryonic kidney (HEK293T) cells expressing luciferase-tagged ELG1. HEK293T ELG1-luciferase reporter, luminescence, 16 h; DNA damage induced by 5-fluorouridine. Potency, µM (series often up to 46.1 µM), for inactives: at the highest dose activity change, negative = inhibition, usual class: inhibitors. 330,000 tested, 2.3% active. AID 504467, 2011; further: potency means the concentration at half of the fitted maximal effect; on the % scale 0 is the no-effect control and ±100 the full control effect; nearly all actives have a fitted effect of over 55% in size
#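 5-Fluorouridine DNA damage + compound/DMSO, 2,000 cells/well, 16 h, 37 °C/5% CO2. ONE-Glo, 30 min RT, luminescence. Readout = decrease in reporter signal.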
# Active calls of the source: *; ? = inconclusive; / = no result given; & = joins results of further samples; [ ] = remark or other dose. Unless noted, the call rests on the fitted dose curve; in most records, active means well fitted curve in the direction sought with a large enough effect; inconclusive means small, poorly fitted or top-dose-only effect, or another doubt; inactive means no such curve, though single readings can be large; an effect the other way counts as inactive or inconclusive. Compounds were not picked by outcome; 3.8% or so of the library scored in one or more.
Molecule	B2AR arrestin	PTAP TSG101 blk	a7 integrin act	TRPV1 ag	BRCA1 expr up	p53 reactivator	CXXC DNA block	TCR activator	A-T KAP1 phos	ELG1 repair inh
COc1ccc(C(=O)/C=C(/C)N(C)C)cc1	-0.2%	-1%	-7%	-2	19%	2%	-5%	-1%	-3%	3%
CC(C)C[C@H]1CNC(=S)N1CC1CCCN1C[C@H](CC(C)C)N1C[C@H](Cc2ccccc2)N(CC2CCCCCC2)C1=S (some centres undefined)	/	-11%	8%	/	0%	/	/	5%	/	/
CCOCCCNC(=S)Nc1cc(C)cc(C)c1	-1.5%	1%	11%	12	5%	1%	-3%	-15%[46.1 µM]	7%	-4%
CCNc1ccc(C(=O)O)cc1N	-0.2%	0%	11%	1	25%	?	6%	-6%[46.1 µM]	8%	?
Cc1ccc(CN2C(=O)CCSc3ccc(Cl)cc32)cc1	-0.5%	0%	23%	22	-12%	10%	-4%	-1%	0%	4%
CC(NC(=O)COC(=O)CCc1ccc(S(=O)(=O)N2CCOCC2)cc1)C1CC2CCC1C2 (centres undefined)	?	-4%	1%	-3	-14%	1%	6%	-4%[46.1 µM]	1%	8%
CN(Cc1c(F)cccc1Cl)C(=O)c1cccc(S(=O)(=O)NCc2ccccc2)c1	0.4%	-6%	0%	19	-28%	-4%	/	-3%	11%	-10%
Cc1cc(C(F)(F)F)nc(SCC(=O)Nc2ccccc2)n1	-0.1%	-4%	4%[7.66 µM]	-1	3%	2%	4%	1%	-5%	14%
CCN(CC(=O)Nc1c(F)cccc1F)C(=O)Cc1ccccc1	-0.2%	1%	19%	-2	-5%	5%	-4%	-3%	3%	-1%
CCOC(=O)C1CCCN(c2c(N3CCOCC3)c(=O)c2=O)C1 (centres undefined)	0.0%	-7%	7%	0	0%	3%	8%	-2%	1%	6%
O=C(CCc1ccccc1)NNC(=O)C1CCCCC1	0.1%	-2%	23%[7.66 µM]	-2	0%	2%	-2%	/	3%	13%
CC1(C)OC1COc1c2ccoc2cc2oc(=O)ccc12 (centres undefined)	0.0%	0%	0%	4	-11%	-2%	-22%	2%	-1%	2%
CCN1C(=NCCOC)N[C@@H](CCc2ccccc2)[C@H](C(=O)OC)[C@H]1C	-0.2%&-0.6%	1%	12%	3&0	-1%	15%	3%&-2%	-1%	-4%&2%	4%
O=C(Nc1ccccc1)c1ccc2ccccc2n1	0.0%	-8%	-11%	27	2%	?	3%	2%	8%	?
CC1COc2ccccc2N1S(=O)(=O)c1cc(Cl)ccc1Cl (centres undefined)	0.1%	1%	?	0	-27%	12%	4%	-1%	-1%	?
CCOC(=O)C(O)(CC(=O)Nc1ccc(Cl)cc1Cl)C(F)(F)F (centres undefined)	0.4%	-7%	14%	-2	7%	5%	3%	-5%[46.1 µM]	1%	-2%
COc1ccc(S(=O)(=O)N2CCCCC2)cc1NC(=O)Cc1c[nH]c2ccccc12	0.1%	-1%	9%	14	-30%	?	17%	6%[46.1 µM]	-5%	-19%
CC(C)C(c1nnnn1Cc1ccccc1)N1CCN(Cc2ccco2)CC1 (centres undefined)	-0.1%	-2%	25%	1	8%	5%	0%	10%	4%	-4%
COC(=O)c1ccc(/C=C(\C#N)c2nc3ccccc3s2)cc1	-0.3%	1%	7%	16	-4%	2%	0%	3%	-1%	?
Cc1nn(CC(C)C)c(Cl)c1C(=O)N(C)CC(=O)Nc1c(Cl)cccc1Cl	0.2%	0%	-9%	-3	-12%	-13%	42%[activator]	-3%	5%	2%
CCCCN(C(=O)C1CC(=O)N(Cc2ccc(C)cc2)C1)c1c(N)n(CCCC)c(=O)[nH]c1=O (centres undefined)	0.1%	-3%	-2%	-3	-4%	2%	/	5%	5%	-3%
O=S(=O)(c1ccc(NC(=S)N2CCN(c3ccccc3F)CC2)cc1)N1CCOCC1	0.0%	-2%	-12%	12	-2%	-5%	34%[activator]	13%	-2%	23µM*
COc1cc(C(=O)Nn2c(O)c(C3=c4ccccc4=NC3=O)sc2=S)ccc1O	0.5%	-2%	11%	-2	-24%	0%	?	2%	-6%	0%
O=C(NCCCO)c1ccc(CSc2nc3ccccc3c(=O)[nH]2)cc1	-0.1%	-8%	-31%	-1	-18%	-5%	-1%	-1%	-4%	0%
O=C1CC/C=C\C[C@@H](CC(=O)N(CCO)Cc2ccccc2)C(=O)N2CCC[C@H]2CO1	0.1%	/	0%	/	14%	4%	/	-1%	12%	16%
COc1ccccc1Nc1nc2c(C)cccc2cc1C#N	-0.4%	-3%	25%	-3	-32%	-4%	-7%	-3%	6%	6%
CC(=O)c1cccc(NC(=O)CSc2nnc(C(C)N(C)C)n2Cc2ccccc2)c1 (centres undefined)	0.5%	-4%	7%	13	-26%	-4%	-1%	0%	2%	-15%
COc1ccc(/C=C/c2ccncc2)cc1	0.0%	-6%	-7%	3	10µM*	7%	-6%	-16%	6%	?
Cc1ccc(NS(=O)(=O)c2ccc(NC(=O)c3ccccc3C(=O)O)cc2)cc1C	/	-2%	-1%	/	4%	/	/	10%	/	/
CCN1C(C)=C(C)S/C1=C1\SC(=S)N(C2CCCCC2)C1=O	0.0%	-10%	-24%	1	-9%	-2%	-17%	-3%	0%	6%

# Further structures.
Molecule	B2AR arrestin	PTAP TSG101 blk	a7 integrin act	TRPV1 ag	BRCA1 expr up	p53 reactivator	CXXC DNA block	TCR activator	A-T KAP1 phos	ELG1 repair inh
OC[C@H]1O[C@H](OC[C@H]2O[C@H](OC[C@H]3O[C@H](O[C@]4(CO)O[C@H](CO)[C@@H](O)[C@@H]4O)[C@H](O)[C@@H](O)[C@@H]3O)[C@H](O)[C@@H](O)[C@H]2O)[C@H](O)[C@@H](O)[C@H]1O	0.5%	0%	/	-2	4%	-3%	/	0%	12%	14%
COc1ccc(C2C(Oc3ccccc3C)C(=O)N2Cc2ccc(F)cc2)cc1OC (centres undefined)	-0.1%	-3%	-15%	27	-35%	-12%	-1%	0%	-14%	-13%
Cc1nc(Cl)cc(CS(=O)(=O)c2ccc(Cl)cc2)n1	-0.1%	0%	9%	-3	-2%	2%	13%	-3%	4%	19%
Cc1cc(C)n(C(=O)C2CCCN2S(=O)(=O)c2ccc(Cl)cc2)n1 (centres undefined)	0.0%	5%	-9%	9	20%	-10%	-1%	-22%	-4%	-14%
CC(=O)N1C(=O)NC2=C(C(=O)CCC2)C1c1cccc([N+](=O)[O-])c1 (centres undefined)	0.7%	-4%	-32%	5	-18%	-6%	1%	-3%	8%	-4%
O=C(COC(=O)CC1c2ccccc2CCN1S(=O)(=O)c1ccccc1)Nc1ccccc1 (centres undefined)	0.3%	-3%	-5%	15	-29%	-9%	3%	-5%[46.1 µM]	8%	?
O=C1C=C(NCC2CCCO2)CC(c2ccccc2)C1 (centres undefined)	-0.5%	0%	-10%	1	-10%	-4%	-7%	8%	-6%	-1%
COC(=O)c1ccc(CSc2ccc3nnc(-c4cccnc4)n3n2)o1	-0.3%	/	/	0	/	-1%	-6%	/	-10%	20%
COc1ccc(/C(C)=N/NC(=O)c2ccncc2)cc1[N+](=O)[O-]	-1.0%	1%	-28%	-3	-14%	/	-12%	/	3%	1%
Cc1nc(C(=O)Nc2cccc(Cl)c2)nn1-c1cc(OC(C)C)c(Cl)cc1Cl	0.0%	-1%	-11%[7.66 µM]	-3	-37%	-6%	7%	1%	10%	-11%
CCc1c(O)nc(SC2CC(=O)N(c3ccc(F)c(Cl)c3)C2=O)[nH]c1=O (centres undefined)	-0.3%	2%	-11%	6	-4%	-7%	-25%	2%	-1%	-8%
Cc1ccc(OCCC(=O)Nc2c(C)n(C)n(-c3ccccc3)c2=O)cc1	-0.3%	-5%	3%	4	4%	-9%	6%	0%	?	-1%
NS(=O)(=O)c1ccc(NC(=O)c2ccc3c(c2)OCO3)cc1	-0.5%	-2%	27%	?	27%	10%	8%	2%	-11%	19%
O=C(CNC(=S)N(Cc1ccccc1F)C1CCCCC1)NC1CC1	-1.1%	-4%	-41%	?	-15%	-4%	10%	2%	/	5%
CCOCCCNC(=O)c1ccc(/C=C2\Oc3ccccc3N(C)C2=O)cc1	-0.2%	-7%	20%	2	?	2%	-12%	-4%	33%	-19%
